TDP1 block = blocks human tyrosyl-DNA phosphodiesterase 1 | AID 485290 | Q9NUW8 | 350,000 compounds, 0.28% hits | recombinant TDP1, AlphaScreen DNA substrate cleavage | Potency, µM (series often up to 130 µM), inactives show at the top dose activity change, negative = inhibition, most hits filed as inhibitors; note: nearly all actives have a fitted effect of over 40% in size
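AlphaScreen read-out: signal falls as enzyme removes the 3' tyrosine-FITC from a 5'-biotinylated DNA oligo (15 nM, 5 min, RT). Enzyme was E. coli-made recombinant Tdp1 at 1 nM, exposed to compound for 15 min beforehand; beads 10 ug/ml, 10 min.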
KAT2A inh = GCN5L2 (KAT2A) acetyltransferase inhibition | AID 504327 | Potency, µM (highest dose often 58.9 µM), inactives show top-dose activity change, negative = inhibition, actives largely listed as inhibitors | Q92830 | GCN5L2 HAT assay, ThioGlo1 CoA-SH fluorescence | 390,000 compounds, 0.21% hits
Target sequence (Q92830 whole entry, looked up): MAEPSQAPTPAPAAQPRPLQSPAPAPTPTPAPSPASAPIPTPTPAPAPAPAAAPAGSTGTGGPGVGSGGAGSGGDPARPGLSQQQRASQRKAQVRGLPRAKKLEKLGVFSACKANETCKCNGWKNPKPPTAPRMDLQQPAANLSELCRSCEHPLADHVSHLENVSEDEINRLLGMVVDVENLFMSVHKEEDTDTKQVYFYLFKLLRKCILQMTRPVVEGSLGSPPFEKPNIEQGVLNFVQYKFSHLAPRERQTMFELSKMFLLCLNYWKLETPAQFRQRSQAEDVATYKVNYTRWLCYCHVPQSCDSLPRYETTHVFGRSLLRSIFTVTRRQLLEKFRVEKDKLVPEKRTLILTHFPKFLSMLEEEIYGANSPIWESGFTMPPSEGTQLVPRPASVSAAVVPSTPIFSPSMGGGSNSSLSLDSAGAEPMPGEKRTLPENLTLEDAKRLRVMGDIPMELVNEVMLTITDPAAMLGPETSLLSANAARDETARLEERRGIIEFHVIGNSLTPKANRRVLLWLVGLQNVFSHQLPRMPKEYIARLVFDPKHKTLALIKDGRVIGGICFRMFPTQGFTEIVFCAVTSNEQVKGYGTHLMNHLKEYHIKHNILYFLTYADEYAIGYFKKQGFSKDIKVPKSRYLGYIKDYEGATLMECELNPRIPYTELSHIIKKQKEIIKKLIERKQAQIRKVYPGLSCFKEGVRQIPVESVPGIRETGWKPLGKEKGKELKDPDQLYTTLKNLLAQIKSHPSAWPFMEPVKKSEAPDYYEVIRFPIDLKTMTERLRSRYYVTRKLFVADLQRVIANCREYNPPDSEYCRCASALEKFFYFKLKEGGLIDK
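GCN5L2 (20nM final) in 50mM HEPES, 0.1mM EDTA pH 7.5, 0.01% Tween-20 was preincubated 15 min at room temperature with compound, then given ThioGlo1 (50uM), H3(1-25) peptide (75uM) and acetyl-CoA (70uM); CoA-thiol fluorescence (Ex340/Em540) was read at 0 and 20 min.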
DT40 TDP1 no CPT = qHTS for Inhibitors of human tyrosyl-DNA phosphodiesterase 1 (TDP1): qHTS in cells in absence of CPT | DT40 Tdp1-/- hTDP1 cells, no CPT, ATP luminescence, 48 h | Potency, µM (titrated, usually from 46.2 µM), without a hit: top-dose activity change, negative = growth inhibition, hits mostly inhibitors | 420,000 compounds, 15% hits | AID 686978, 2013; note: nearly all actives have a fitted effect of over 55% in size
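Growth kinetics read by CellTiter-Glo luminescence after ≥48 hr at 37 °C. Cells: DT40 Tdp1-/- stably carrying human TDP1, 400 per well, compound exposure in the absence of CPT (DMSO vehicle).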
The depositor's hits bear a star; u = inconclusive; x = no result given; & = joins results of further samples; [ ] = dose if it differs, or a comment. Calls come from the whole dose curve; as a rule, active = well fitted curve in the direction sought with a large enough effect; inconclusive = small, poorly fitted or top-dose-only effect, or another doubt; inactive = no such curve, though single readings can be large; an effect the other way counts as inactive or inconclusive. % is set by controls: 0 for no effect and ±100 for the full control effect; potency is the fitted concentration of half-maximal effect. Only part of the results is shown; the hit share may differ from the screen's.

SMILES	TDP1 block	KAT2A inh	DT40 TDP1 no CPT
Cc1ccc(SCC(=O)Nc2nnc(-c3ccco3)o2)cc1	x	-12%	29µM*
COc1ccc(OC)c(C(=O)NC(CC(N)=O)c2ccc(N3CCN(c4ccc(F)cc4)CC3)c([N+](=O)[O-])c2)c1 (centres undefined)	x	-6%	-25%
CCOc1cc(/C=N/Nc2nc(N3CCCCC3)nc(N3CCCCC3)n2)ccc1OC(=O)c1ccco1	1%	-5%	u
O=C1CC/C=C\C[C@@H](CC(=O)N(CCO)Cc2ccccc2)C(=O)N[C@H](Cc2c[nH]c3ccccc23)CO1	0%	2%	u
COc1cccc(OCCOc2ccc(/C=C3\C(=N)N4N=C(S(C)(=O)=O)SC4=NC3=O)cc2OC)c1	x	-17%	-3%
CC(C)=NNc1nc2c(c(=O)[nH]c(=O)n2C)n1CCCc1ccccc1	x	-22%	u
O=C(C1CCN(c2ccc(N3CCOCC3)nn2)CC1)N1CCN(c2ccc(F)cc2)CC1	4%	-7%	u
Cc1nc(C(=O)N2CCc3c([nH]c4ccccc34)C2c2cc(F)ccc2F)cs1 (centres undefined)	5%	-18%	-9%
COc1ccccc1S(=O)(=O)Cc1ccc(C(=O)NCCN2CCCC2)o1	6%	-17%	0%
CCO[C@@H]1OC(C(=O)N2CCCCCCC2)=C[C@H](c2cn(C(C)=O)c3ccccc23)[C@H]1CCCO	6%	-4%	u
Cc1ccsc1/C=N/NC(=O)c1c[nH]c2ccccc12	3%	-6%	u
COc1cc(NS(=O)(=O)c2ccc(NC(=O)C(C)Oc3ccc(Cl)cc3Cl)cc2)nc(OC)n1 (centres undefined)	x	-3%	-3%
O=C(COc1ccc(/C=N/NC(=O)c2ccncc2)cc1)Nc1ccc([N+](=O)[O-])cc1	8%	-7%	u
CC(C)CN(C(=O)C1=NN(c2ccccc2)C(=O)CC1)c1c(N)n(Cc2ccccc2)c(=O)[nH]c1=O	1%	-5%	12%
COCCCNC(=O)Cn1c(=O)n(-c2ccccc2)c(=O)c2c1c1cc(OC)ccc1n2C	3%	-5%	-15%
CC(C)Cn1c2c(c(O)c(C(=O)Nc3ncccc3O)c1=O)CCCC2	-7%	-21%	u
COc1ccc2c(c1)OCC(Cc1ccc(OC)c(OC)c1)C2O (centres undefined)	4%&6%	-9%&-7%	u
O=C(N/N=C/c1ccccn1)c1ccco1	4%	-3%	-5%
COc1ccc(CCNC(=O)Cn2c(-c3cccs3)cc3cc(F)ccc32)cc1OC	1%	2%	9.2µM*
C#CCOCCOCCOCCNc1nc(N2CCN(C(=O)C([C@@H](C)CC)n3cc(C(N)Cc4ccc(O)cc4)nn3)CC2)nc(N2CCN(C(=O)[C@H](CCC(=O)O)n3cc(C(N)Cc4ccc(O)cc4)nn3)CC2)n1 (some centres undefined)	4%	4%	1%
CC1=NN(C(C#N)c2ccccc2)C(C)(C)C1 (centres undefined)	5%	u	-3%
CC1CN(c2cc(=O)n(-c3cccc(Br)c3)c(=O)[nH]2)CC(C)O1 (centres undefined)	-2%	-7%	-11%
Cc1ccc(NC(=O)CSc2nc(NS(=O)(=O)c3ccc(C)cc3)cc(=O)[nH]2)cc1	x	u	-5%
CCCN1Cc2cccc(C(=O)Nc3ccc(S(=O)(=O)N4CCCCCC4)cc3)c2C1=O	0%	-15%	u
CC(=O)NC1=NN(C(C)=O)C2(CCCCC2)S1	2%	2%	-23%
CCN1CCN(S(=O)(=O)Cc2ccccc2Cl)CC1	0%	-15%	13%
N#Cc1c(Nc2cccc(F)c2)sc2c(O)cc(=O)[nH]c12	4%	u	-14%
CCN(CC)CCCN=C1N[C@@H](c2ccccc2)C(C(=O)OC)=C(C)N1CC	x	-11%&-12%	-10%
Clc1ccc(CSc2nnc([C@@H]3CCCN3)o2)cc1	1%	-2%	-17%
c1ccc(Cn2cc(CN3CCCCO3)c(-c3ccc4c(c3)OCO4)n2)cc1	x	-7%	u
Cc1ccc(C(=O)Nc2cc3cc(Cl)ccc3oc2=O)cc1	4%[12.3 µM]	-5%	1.5µM*
COc1ccc(-c2cc(C(=O)NNC(=O)c3csc(N4CCOCC4)n3)c3ccccc3n2)cc1OC	3%[0.505 µM]	-9%	16µM*
CCNc1nc(NC(C)(C)C)nc(Oc2ccc(=O)n(-c3ccccc3)n2)n1	8%&2%	20%&-6%	21µM*
COc1ccc(-c2nnc(NC(=O)c3ccco3)s2)cc1	40µM*	-5%	1%
COc1ccc(NC(=O)C2CCCN(S(=O)(=O)c3cccnc3)C2)cc1 (centres undefined)	2%	0%	-16%
CCN1CCN(CC(=O)Nc2ccc(N(C)C)cc2)CC1	x	2%	-12%
COc1ccccc1NC(=O)c1c(Nc2ccccc2F)sc(C(=O)Nc2cccc(Cl)c2)c1N	9%	-9%	26µM*
C[C@H](NC(=O)c1nc[nH]c1C(=O)NCC(=O)OCc1ccccc1)C(=O)OC(C)(C)C	x	2%	-28%
Cc1ccc2c(c1)C(c1ccccc1)N(C(=O)c1ccccc1F)CC(=O)N2 (centres undefined)	-6%	-2%	u
CC(=O)Nc1ccc(S(=O)(=O)N2CCN(C(=O)N3CCCC3)CC2)cc1	x	-3%	-18%
Cc1cccc(C(=O)Nc2c(C#N)c(C)c(C)n2Cc2ccccc2)c1	6%	-25%	16µM*
O=C(O)Cn1c(=O)cnc2ccccc21	4%	-2%	1%
Cc1oc(-c2ccc(Cl)cc2)nc1CN1CCCC(C(=O)NC2CC2)C1 (centres undefined)	2%	1%	10µM*
CCOC(=O)c1cccc(S(=O)(=O)N2CCCC2)c1	-3%	2%	-31%
CCn1c(=O)cc(SCC(=O)N2CCOCC2)c2ccccc21	2%	1%	-20%
Cc1ccc(C(=O)N2CCOCC2)cc1S(=O)(=O)N1CCOCC1	3%	1%	-15%
CCOC(=O)c1c(CN2CCCCC2)n(C)c2cc(Br)c(O)cc12	4%	0%	9.2µM*
CCC1C(=O)N=C(SCC(=O)Nc2ccccc2)NC1=O (centres undefined)	2%	0%	-4%
CC1(C)CO[C@@H](CC(=O)O)CN1	5%	2%	2%
Nc1ccc2nc(NC(=O)C3CCCCC3)sc2c1	8%	-4%	-15%
Cc1ccc2nsnc2c1S(=O)(=O)NCc1ccc2c(c1)OCO2	-2%	-4%	-1%
CCCNCC1COc2ccccc2O1 (centres undefined)	-5%	0%	-5%
Cc1cccc(-n2c(SCC(=O)Nc3nnc(C)s3)nnc2-c2ccoc2C)c1	6%	-3%	-3%
COc1cccc(Cn2cc(C(=O)c3ccccc3)c(=O)c3cc4c(cc32)OCO4)c1	2%	-5%	u
O=C(CN(C(=O)c1csnn1)c1cccc(F)c1)NC1CCCC1	14%	-3%	-20%
Cc1cc2n(c1)CCn1c(C)ccc1-2	-1%	1%	x
O=C(NCc1ccccc1)c1ccc2c(=O)n3c(nc2c1)CCCCC3	-6%	-2%	u
O=C(O)c1ccc(S(=O)(=O)N[C@H](Cc2c[nH]c3ccccc23)C(=O)O)cc1	4%	-5%	x
COc1ccc(/C(C)=N/NC(=O)CNC(=O)c2cccnc2)cc1OC	x	-8%	-4%
COc1ccc(CCN(C)C(=O)COc2ccc(C(=O)c3ccccc3)cc2)cc1OC	x	-4%	u
(next part)
SMILES	TDP1 block	KAT2A inh	DT40 TDP1 no CPT
CCOCCCNCc1cccc(OCc2ccc(F)cc2)c1	-8%	-2%	u
CCCCCCCCCCCNC(=O)c1ccoc1C	2%	-10%	18µM*
CCCN(C(=O)c1cccs1)c1nnc(-c2ccncc2)s1	5%	10%	u
O=S(=O)(Nc1ccc(-c2ccc3nncn3n2)cc1)c1ccc(Cl)s1	2%	1%	-11%
Cc1cc(NCCN2CCCCC2)n2c(nc3ccccc32)c1C#N	3%	0%	x
CC1CCC/C(=N\NC(=S)Nc2ccccc2)C1 (centres undefined)	10%	-1%	10µM*
COC(=O)COc1ccc2c(=O)c(-c3ccccc3)coc2c1	-3%	-5%	-9%
O=S(=O)(NCCc1ccc(Cl)cc1)c1cccs1	2%	-3%	-21%
COc1cc(NC(=O)c2ccc(OC)c([N+](=O)[O-])c2)ccc1NC(=O)c1ccco1	1%	-3%	u
CNC(=S)N/N=C(\C)c1ccc(-n2ccnc2)cc1	7%	-1%	4%
O=C(OCc1ccc2c(c1)OCO2)c1ccc(S(=O)(=O)N2CCCCC2)cc1	-2%	-3%	-16%
CCOc1ccc(C2=C(C(=O)CC)Sc3nncn3N2C(=O)CC)cc1	3%	-5%	u
COc1ccc(C2/C(=C(\O)c3ccc(OC)c(Cl)c3)C(=O)C(=O)N2CCN(C)C)cc1 (centres undefined)	2%	-3%	-15%
Cc1ccc(-c2nnc(N)o2)cc1	4%	2%	-15%
O=C(NC1CC1)C1=C[C@H](C2CCCCC2)C[C@H](OCCCCO)O1	5%	0%	u

Single records, as listed above. Values in the order: TDP1 block | KAT2A inh | DT40 TDP1 no CPT
Results for CC1CCC/C(=N\NC(=S)Nc2ccccc2)C1 (centres undefined) = 10% | -1% | 10µM*
Results for O=C(OCc1ccc2c(c1)OCO2)c1ccc(S(=O)(=O)N2CCCCC2)cc1 = -2% | -3% | -16%
Results for O=C(NC1CC1)C1=C[C@H](C2CCCCC2)C[C@H](OCCCCO)O1 = 5% | 0% | u
Results for COc1ccc(C2/C(=C(\O)c3ccc(OC)c(Cl)c3)C(=O)C(=O)N2CCN(C)C)cc1 (centres undefined) = 2% | -3% | -15%

Back to the main list, repeating the six entries before the break.
SMILES	TDP1 block	KAT2A inh	DT40 TDP1 no CPT
CNC(=S)N/N=C(\C)c1ccc(-n2ccnc2)cc1	7%	-1%	4%
O=C(OCc1ccc2c(c1)OCO2)c1ccc(S(=O)(=O)N2CCCCC2)cc1	-2%	-3%	-16%
CCOc1ccc(C2=C(C(=O)CC)Sc3nncn3N2C(=O)CC)cc1	3%	-5%	u
COc1ccc(C2/C(=C(\O)c3ccc(OC)c(Cl)c3)C(=O)C(=O)N2CCN(C)C)cc1 (centres undefined)	2%	-3%	-15%
Cc1ccc(-c2nnc(N)o2)cc1	4%	2%	-15%
O=C(NC1CC1)C1=C[C@H](C2CCCCC2)C[C@H](OCCCCO)O1	5%	0%	u
Cc1ccc(N(CC(O)CN2CCOCC2)S(=O)(=O)c2ccc([N+](=O)[O-])cc2)cc1 (centres undefined)	3%	-2%	-25%
CCNC1=C(Cl)C(=O)c2ccccc2C1=O	6%	u	23µM*
Cc1cc(C)cc(OCC(=O)Nc2ccc(N3CCCC3)cc2)c1	10%	-5%	-14%
CCn1c(O)c(C=Nc2ccccc2)sc1=O	3%	-1%	1%
CC1(C)CC(=O)C2=C(C1)N(Cc1ccco1)C(=O)C2(NC(=O)c1ccc(Cl)cc1Cl)C(F)(F)F (centres undefined)	3%	-2%	u
O=C(NC1CC1)C1CCN(C2CCN(C(=O)c3ccc(C(F)(F)F)cc3)CC2)CC1	6%	-3%	9%
O=C(Nc1cc(C(F)(F)F)ccc1-n1cnc2ccccc21)c1ccccc1	2%	-1%	-15%
Cc1noc(C)c1C(=O)OCC(=O)NCCc1ccc(S(N)(=O)=O)cc1	0%	-2%	-19%
Cc1sc2nc(SCC(=O)Nc3cccc(C(=O)O)c3)[nH]c(=O)c2c1C	-13%	-7%	-2%
COc1cc2nc(Nc3ccc(C)c(Cl)c3)nc(N)c2cc1OC	x	-5%	u
CCc1nnc(NC(=O)CN2CCN(Cc3cccc(Cl)c3)CC2)s1	6%	1%	-24%
C=CCN1C(=O)CSc2ccc(C(=O)NCCC3=CCCCC3)cc21	-2%	-2%	u
CC(=O)Nc1ccc(N2C(=O)c3ccc(S(=O)(=O)c4ccc(C(=O)O)cc4)cc3C2=O)cc1	4%	-28%	-4%
COC(=O)CSC1=C(C#N)C(c2ccc(C(C)C)cc2)CC(=O)N1 (centres undefined)	3%	-1%	u
COc1cccc(C(=O)c2c[nH]c(C(=O)NCc3ccco3)c2)c1	2%	2%	u
CCc1ccc(NC(=O)c2sc3ncnc(N(C)C4CCCCC4)c3c2C)cc1	-3%	-17%	21µM*
Cc1ccc(CNC(=O)C(=O)Nc2c3c(nn2-c2ccc(F)cc2)CSC3)cc1	10%	-7%	5.2µM*
CCN(CC)S(=O)(=O)c1ccc(Cl)c(C(=O)OC2CC(C)OC2=O)c1 (centres undefined)	0%	-7%	2%
Cc1ccc(-n2cc(-c3ccc([N+](=O)[O-])cc3)[nH]c2=S)c(C)c1	8%	16%	16µM*
Cc1ccn2cc(-c3nonc3C)cc2c1	7%	2%	-17%
CC[C@@H]1[C@H]2CCCC(=O)N3CC[C@@H](C[C@@H]1Nc1ccccc1)[C@@H]23	x	-4%	18µM*
Cn1cncc1C#Cc1ccc2cc(CCO)oc(=O)c2c1	-15%	-10%	-18%

Source: PubChem BioAssay
